AGP1 TOR yeast – alters AGP1-GFP fluorescence in TOR pathway yeast screen; GFP response vs DMSO, % at 10 µM; actives 0.02% (n = 320,000); AID 2066; S. cerevisiae AGP1-GFP multiplex flow cytometry, 3 h; GFP as percent of DMSO wells;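 active = GFP response relative to DMSO above a set limit, near screen average plus 3 SD, cut at about 150% in these data; inconclusive = fewer than 70 cells counted for the yeast strain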;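 note: median GFP channel fluorescence of the gated AGP1 strain per well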
CR mimetic SO – caloric restriction mimetics inhibiting age-related superoxide in yeast; S. cerevisiae aged cells, superoxide DHE fluorescence; active compounds read low; AID 2690; superoxide response (% of plate mean), % at 10 µM; actives 0.18% (n = 330,000);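 active = superoxide response under a set limit, about three screen SD below normal, cut at about 65% in these data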;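 note: yeast aged for seven days with compound at 30 °C before DHE staining; 100% = average MFI of all compound-treated wells on the plate with controls excluded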
CIT2-GFP yeast – yeast TOR pathway CIT2-GFP modulation; S. cerevisiae CIT2-GFP strain, flow cytometry, 3 h; 100 means same as DMSO wells; GFP response vs DMSO, % at 10 µM; actives 0.065% (n = 320,000); AID 2029;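 active = GFP response relative to DMSO above a set limit, near the screen mean plus 3 SD, cut at about 150% in these data; inconclusive = Fewer than 70 cells measured for a yeast strain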;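 note: ratio of well median GFP fluorescence to mean of DMSO wells on the plate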
RPL19A-GFP yeast – alters RPL19A-GFP fluorescence in TOR pathway yeast screen; actives 0.3% (n = 330,000); percent response vs DMSO, % at 10 µM; S. cerevisiae RPL19A-GFP strain, flow cytometry, 3 h; active compounds read low;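 active = percent response vs DMSO below 50%; inconclusive = fewer than 70 events counted for the yeast strain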;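 note: median channel GFP fluorescence of the barcoded RPL19A-GFP strain; ratio of sample median GFP to plate DMSO average so 100% = DMSO; lower means less RPL19A-GFP as with rapamycin TOR inhibition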
GRK2 inh – human GRK2 inhibition via aptamer displacement. bead flow cytometry, FAM-aptamer displacement from GRK2. actives 0.59% (n = 330,000). AID 488847. P25098. inhibition of aptamer binding, % at 10 µM;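 active = inhibition of aptamer binding above 40%, roughly 3 SD of noise, on plates passing a quality check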;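 note: median bead fluorescence of bound FAM aptamer so fluorescent compounds give negative values; no value below 0 was filed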
Target sequence (P25098 whole entry, looked up): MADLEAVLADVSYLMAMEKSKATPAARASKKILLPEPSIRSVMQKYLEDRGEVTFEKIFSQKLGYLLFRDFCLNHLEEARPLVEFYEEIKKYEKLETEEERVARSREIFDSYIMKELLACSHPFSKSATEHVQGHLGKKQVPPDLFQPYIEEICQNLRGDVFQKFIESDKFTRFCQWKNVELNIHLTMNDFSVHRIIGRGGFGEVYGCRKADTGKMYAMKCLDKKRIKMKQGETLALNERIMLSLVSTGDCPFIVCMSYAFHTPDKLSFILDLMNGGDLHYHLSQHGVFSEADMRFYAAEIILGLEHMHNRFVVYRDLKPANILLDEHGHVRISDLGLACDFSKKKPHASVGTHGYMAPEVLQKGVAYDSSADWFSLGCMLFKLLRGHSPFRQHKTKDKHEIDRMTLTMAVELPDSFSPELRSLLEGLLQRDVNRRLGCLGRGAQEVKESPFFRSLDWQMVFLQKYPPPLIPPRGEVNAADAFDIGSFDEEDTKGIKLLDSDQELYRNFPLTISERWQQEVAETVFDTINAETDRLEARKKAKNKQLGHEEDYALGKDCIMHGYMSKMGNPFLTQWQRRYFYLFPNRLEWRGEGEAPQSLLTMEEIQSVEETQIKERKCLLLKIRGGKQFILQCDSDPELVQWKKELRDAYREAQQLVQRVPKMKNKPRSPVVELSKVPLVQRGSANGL
LAP4-GFP MLPCN – alters LAP4-GFP fluorescence in TOR pathway yeast screen; GFP response vs DMSO, % at 10 µM; S. cerevisiae LAP4-GFP multiplex, flow cytometry GFP, 3 h; median GFP as percent of DMSO wells; actives 0.34% (n = 320,000);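 active = GFP response vs DMSO above a set limit, about the screen mean plus 3 SD, cut at about 150% in these data; inconclusive = under 70 cell events counted for the yeast strain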
MEP2 TOR yeast – yeast TOR pathway MEP2-GFP modulation; S. cerevisiae MEP2-GFP strain, flow cytometry GFP, 3 h; 100% = DMSO control level; GFP response vs DMSO, % at 10 µM; actives 0.51% (n = 330,000); AID 2016;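 active = GFP response versus DMSO above a set limit, roughly screen mean plus 3 SD, cut at about 180% in these data; inconclusive = fewer than 70 cells counted for a yeast strain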;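 note: median GFP fluorescence of the barcode-gated MEP2-GFP cells per well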
VLA-4 inh – inhibition in a human VLA-4 binding assay | inhibition, % (about 7 µM as worked out from the volumes in the protocol) | actives 0.2% (n = 330,000) | P13612 | VLA-4 expressing cells, ligand binding flow cytometry | AID 2557; in the data active = inhibition above about 50%
* marks the source's active call; other numbers are inactive results; u = inconclusive; x = not tested or not shown; [ ] = another dose, or the depositor's remark.

SMILES	AGP1 TOR yeast	CR mimetic SO	CIT2-GFP yeast	RPL19A-GFP yeast	GRK2 inh	LAP4-GFP MLPCN	MEP2 TOR yeast	VLA-4 inh
Cc1ccc(C(=O)NCC(=O)OCN2C(=O)c3ccccc3C2=O)cc1C	85	84	80	94	0	104	98	14
COCCNC(=O)C1CCC(CNS(=O)(=O)c2c(C)cc(C)cc2C)CC1 (stereo unspecified)	101	94	107	109	0	87	111	5
CCCn1ncc2c(Nc3ccc(C)c(C)c3)ncnc21	89	109	91	93	0	108	104	-1
S=c1[nH]nc(COc2ccccc2)n1/N=C/c1ccco1	103	80	109	108	0	94	102	-6
O=C(COC(=O)C1CCC(=O)N1)Nc1ccc(Oc2ccccc2)cc1 (stereo unspecified)	97	96	90	96	0	99	98	6
CCOC(=O)N1CCN(S(=O)(=O)c2cc(Cl)c(OC)cc2Cl)CC1	91	102	74	93	1	90	93	1
Cc1c[nH]c2ccccc12	98	98	88	104	0	99	100	8
CN(C)c1nnnn1-c1cccc(Oc2ncc(C(F)(F)F)cc2Cl)c1	98	91	100	96	0	95	95	2
CCCNC(=O)COC(=O)c1cc(-c2ccc(OC)cc2)nc2ccccc12	99	101	97	103	0	101	98	-5
O=C(c1ccco1)N1CCN(C(c2coc3ccc(Cl)cc3c2=O)c2nnnn2C2CCCC2)CC1 (stereo unspecified)	u	118	u	20*[may fluoresce violet]	2	93[may fluoresce violet]	416*[may fluoresce violet]	-8
Cc1cccc(NS(=O)(=O)c2ccc(C(=O)N3CCCCCC3)cc2)c1C	102	102	85	93	0	100	91	3
CCCC1CCC(C(=O)Nn2c(C)nc3ccccc3c2=O)CC1 (stereo unspecified)	96	104	101	104	5	103	104	11
O=C(NCC(=O)N(c1cccnc1)C(C(=O)NC1CCCC1)c1ccccc1F)c1ccco1 (stereo unspecified)	105	91	116	106	1	97	107	1
Cn1c(SCC(=O)Nc2ccccc2)nnc1C(F)(F)F	86	100	103	97	4	95	65	2
COC(=O)COc1ccc2c(-c3cccc([N+](=O)[O-])c3)cc(=O)oc2c1	x	101	110	100	0	100	103	10
C[C@@H]1COC(=O)[C@H](NC(=O)OCC2c3ccccc3-c3ccccc32)C/C=C\C[C@@H](CC(=O)N(CCO)Cc2ccccc2)C(=O)N1	111	85	112	108	12	102	105	-5

Some of the entries so far, with two lines to a compound:
Below each compound: AGP1 TOR yeast | CR mimetic SO | CIT2-GFP yeast | RPL19A-GFP yeast | GRK2 inh | LAP4-GFP MLPCN | MEP2 TOR yeast | VLA-4 inh
- O=C(NCC(=O)N(c1cccnc1)C(C(=O)NC1CCCC1)c1ccccc1F)c1ccco1 (stereo unspecified)
→ 105 | 91 | 116 | 106 | 1 | 97 | 107 | 1
- C[C@@H]1COC(=O)[C@H](NC(=O)OCC2c3ccccc3-c3ccccc32)C/C=C\C[C@@H](CC(=O)N(CCO)Cc2ccccc2)C(=O)N1
→ 111 | 85 | 112 | 108 | 12 | 102 | 105 | -5

Following part:
SMILES	AGP1 TOR yeast	CR mimetic SO	CIT2-GFP yeast	RPL19A-GFP yeast	GRK2 inh	LAP4-GFP MLPCN	MEP2 TOR yeast	VLA-4 inh
N#CCCN(C(=O)COC(=O)c1ccc(CNS(=O)(=O)c2ccc(F)c(Cl)c2)cc1)c1ccc(F)cc1	108	84	103	108	1	110	107	9
COC(=O)COc1ccc2oc(=O)cc(C)c2c1	95	104	98	100	3	102	103	3
O=c1[nH]c2ccccc2c(O)c1-c1ccccc1	100	103	97	95	0	102	108	21
Cc1c(/C=N/NC(=O)CNc2ccccc2)c2ccccn2c1C(=O)c1ccccc1	104	95	94	104	0	107	82	0
COc1ccccc1S(=O)(=O)c1c(C)cc(C)[nH]c1=O	108	101	107	105	1	89	105	39
CO/N=C(\c1ccccc1)c1cccnc1	109	96	114	105	2	83	102	-2
COc1cc(OC)cc(C(=O)NCC(=O)OCC(=O)c2cc(OC)ccc2OC)c1	102	95	104	102	0	99	102	1
Cc1ccc(C(C)C)c(OCC(=O)OCc2c(C)noc2C)c1	98	96	87	101	0	111	96	0
CC(=O)c1cccc(N(C(=O)CNC(=O)c2ccco2)C(C(=O)NCC2CCCO2)c2ccccc2)c1 (stereo unspecified)	102	90	103	101	0	99	95	7
Cc1occc1C(=O)N/N=C/c1ccc(-c2cccc([N+](=O)[O-])c2)o1	94	103	88	98	0	121	108	6
Cc1csc(=Nc2cccnc2)n1Cc1ccco1	94	92	117	99	1	99	100	-12
CCn1c(C)nc2cc(NC(=O)Nc3cccc(C(C)=O)c3)ccc21	96	93	100	108	0	109	105	10
Cc1cccn2c(=O)c(C=Nc3ccccc3)c(NCCO)nc12	105	105	104	105	0	111	107	-11
COc1c(C)cc(Br)cc1C(=O)Nc1cccc(NC(=O)c2ccco2)c1	95	107	88	101	0	128	106	-10
CCN(CC)CCN(CC(=O)N(C1CCCCC1)C1CCCCC1)C(=O)c1ccco1	18[may fluoresce violet]	104	u	77[may fluoresce violet]	1	72[may fluoresce violet]	226*[may fluoresce violet]	3
CCOc1cc(C(=S)N2CCN(C)CC2)ccc1OCC(=O)N1CCOCC1	115	120	101	95	3	132	142	9
CCc1nn2c(=O)cc(COc3ccc(/C=C4\C(=N)N5N=C(CC(C)C)SC5=NC4=O)cc3)nc2s1	107	96	97	103	0	95	107	10
O=C(Cn1ncc2c1-c1ccccc1OC2)Nc1ccc(Cl)cn1	93	140	96	93	0	101	93	0
COC(=O)[C@H](C)NC(=O)Nc1cc(OC)ccc1OC	102	100	104	103	0	104	106	0
COc1cccc(NC(=O)C(Sc2nnc(-c3ccncc3)n2-c2ccc(Cl)cc2)c2ccccc2)c1 (stereo unspecified)	112	106	110	111	0	110	109	-17
FC(F)C(F)(F)c1cc(-c2ccccc2)n[nH]1	98	99	98	100	0	104	95	23
CCC(C(=O)NCCc1ccc(S(N)(=O)=O)cc1)c1ccccc1 (stereo unspecified)	106	91	93	95	1	105	96	22
COc1cc(C(c2oc(CO)cc(=O)c2O)c2oc(CO)cc(=O)c2O)cc(OC)c1OC	83	92	87	89	0	86	86	8
CCCCCCCCCCCC(=O)NC1CCS(=O)(=O)C1 (stereo unspecified)	105	118	109	96	0	100	97	4
C/C(=N\NC(=O)CC#N)C1COc2ccccc2O1 (stereo unspecified)	100	89	100	100	0	99	97	-5
COc1ccc(OCC(=O)N/N=C2\CCc3ccccc32)cc1	100	107	99	101	0	108	102	5
Cn1cnc2cc(NS(=O)(=O)c3ccc(Br)cc3)ccc21	105	99	102	104	0	107	110	7
CCC12CN(C(=O)c3ccc(OC)cc3)CC(CC)(CN(C(=O)c3ccc(OC)cc3)C1)C2=O	89	97	87	91	1	89	92	11
O=C1CN(O)C=C2N=c3ccccc3=C2N1c1ccc([N+](=O)[O-])cc1	93	93	97	92	0	96	108	-1
CC(C)CN(CC(C)C)S(=O)(=O)N1CCC(C(=O)NCc2ccc(F)cc2)CC1	97	98	102	102	5	93	96	6
CCOC(=O)CC1=C(C#N)C(c2cccnc2)C(C(=O)OCC)=C(N)O1 (stereo unspecified)	102	117	104	x	3	104	124	11
CC(=O)Nc1ccc(S(=O)(=O)N(C)CC(=O)NNc2c(F)c(F)cc(F)c2F)cc1	97	122	114	102	0	94	99	-7
Nc1nc(SCC(=O)Nc2ccccc2Sc2ccc(Cl)cc2)n[nH]1	99	110	98	99	0	100	108	25
O=C(N/N=C/c1ccccc1Cl)c1n[nH]c2c1CCCC2	101	82	107	103	0	88	108	14
COc1ccc2[nH]c3c(=O)n(CCN4CCOCC4)cnc3c2c1	84	100	86	84	3	71	u	8
COc1ccc(N2CCN(S(=O)(=O)c3ccc(-c4cnc(C5CC5)o4)cc3)CC2)cc1	103	105	103	100	6	101	118	0
O=C1Nc2ccc([N+](=O)[O-])cc2C1(O)N1CCCCC1 (stereo unspecified)	96	100	93	93	1	92	99	20
COc1ccc(/C=N/Nc2ccccc2C(=O)O)cc1Cn1cc([N+](=O)[O-])cn1	108	99	101	107	1	118	104	-1
COc1cc(CNc2ccc3[nH]c(=O)[nH]c3c2)cc(Br)c1OCc1ccccc1F	97	97	109	104	0	95	112	-24
Cc1ccccc1COC(=O)CNC(=O)c1sc2ccccc2c1Cl	104	107	86	99	0	116	103	6
CNC(=O)C1C(=S)NC(N)=C(C#N)C1c1ccccc1 (stereo unspecified)	105	99	87	90	0	97	114	49
COc1ccc(N2C(=O)CC(NCc3ccc(F)cc3)C2=O)cc1 (stereo unspecified)	116	98	108	107	3	108	106	11
O=C(COc1cccc(C(F)(F)F)c1)NCC(c1cccs1)N1CCOCC1 (stereo unspecified)	94	96	96	92	0	93	95	13
CCN(Cc1ccccc1)S(=O)(=O)c1ccc2c(c1)NC(=O)CC(=O)N2	96	104	90	97	3	89	96	-4
c1ccc2c(c1)C(=NCC1CCCO1)NC2=NCC1CCCO1 (stereo unspecified)	91	100	94	92	0	93	102	9
CN(C)CCCNC(=O)c1cc(Br)ccc1O	102	87	100	101	0	103	101	8
CC(C)N1C(=S)SC(C)(C)C1n1oc(=O)n(-c2ccc(Cl)c(Cl)c2)c1=O (stereo unspecified)	98	98	90	101	0	105	96	4
O=C(Nc1ccc([N+](=O)[O-])cc1)c1ccc(S(=O)(=O)N2CCCC2)cc1	97	95	102	101	1	97	103	0
Cc1ccccc1Nc1nc(N)nc(CSc2nc3ccccc3c(=O)n2C)n1	106	90	107	x	1	96	91	-1
COc1cccc2cc(C(C)N(CCCN3CCOCC3)C(=S)Nc3ccc(C)cc3)oc12 (stereo unspecified)	103	110	93	100	0	101	103	4
Cc1ccc(C)c(OCCSc2nnc(C)c(=O)[nH]2)c1	99	107	85	101	0	104	86	0
CS(=O)(=O)c1ccc(C(=O)NNC(=O)c2ccccc2-n2cccc2)cc1	95	101	90	95	0	93	98	1
Cc1ccc(NC(=O)CCNS(=O)(=O)c2cccs2)cc1F	109	103	106	101	0	101	103	12
Nc1ccc(C(=O)N2N=C(c3ccccc3)CC2(O)C(F)(F)F)cc1 (stereo unspecified)	90	95	96	106	5	91	105	0
COc1ccccc1NC(=O)CCC(=O)Nc1ccccc1OC	103	104	100	101	0	102	106	2
CC(C)N(c1ccccc1)c1ccc(NC(=S)NCCN(C)C)cc1	95	103	87	95	0	118	108	23

Carrying on:
SMILES	AGP1 TOR yeast	CR mimetic SO	CIT2-GFP yeast	RPL19A-GFP yeast	GRK2 inh	LAP4-GFP MLPCN	MEP2 TOR yeast	VLA-4 inh
CC(=O)N1CCN(CCN(CC2C(C)C=C(C)CC2C)C(C)=O)CC1 (stereo unspecified)	103	102	104	97	0	100	106	7
O=C(Nc1nc(-c2ccc(F)c(F)c2)cs1)c1cc([N+](=O)[O-])ccc1N1CCOCC1	77	94	100	102	0	109	101	-6
CCN(CC)CCNc1nc2c(c(=O)[nH]c(=O)n2C)n1CC(O)COc1ccc(Cl)cc1Cl (stereo unspecified)	94	85	95	89	0	94	93	16
CCCCCC(=O)Nc1ccc(C(=O)COC(=O)Cn2cnc3c2c(=O)n(C)c(=O)n3C)cc1	104	105	100	97	4	103	95	2
CC(C)Cc1oc(C(=O)O)cc1CN1CCOCC1	105	99	94	97	1	99	98	-1
CCOC(=O)C1CCCN(C(=O)c2ccc(OC(C)=O)cc2)C1 (stereo unspecified)	104	96	99	100	2	104	104	4
CC1(C)CC(=O)c2c(Cc3ccccc3)n[nH]c2C1	97	103	97	99	0	93	100	-4
CCCOC(=O)Nc1ccc(N2CCCCC2)cc1	94	108	93	97	2	97	101	-9
Cc1nn(CCCC(=O)NCc2ccc(F)cc2)c(C)c1[N+](=O)[O-]	106	115	106	107	0	100	106	7

Screening results as filed in PubChem BioAssay.
